# DT40 TDP1 CPT: DT40-hTDP1 cell growth loss with CPT. chicken DT40 Tdp1-/-;hTDP1 cells + 20 nM CPT, ATP luminescence, 48 h. Potency, µM (titrated, usually from 46.2 µM), inactives show at the highest dose activity change, negative = growth inhibition, usual class: inhibitors. actives 12% (n = 420,000); note: nearly all actives have a fitted effect of over 55% in size
#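 Chicken DT40 Tdp1-/- cells complemented with human TDP1, 400 cells/well, exposed to compounds plus 20 nM camptothecin for at least 48 h at 37 C; viability read as ATP content by CellTiter-Glo luminescence.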
# N370S GC mod: N370S glucocerebrosidase modulation, Gaucher chaperone candidate. P04062. N370S GC spleen homogenate, 4MU-glucoside fluorescence. Potency, µM (titrated, usually from 59.4 µM), for inactives: at the highest dose activity change, negative = inhibition, actives largely listed as inhibitors. actives 0.092% (n = 330,000). AID 2101;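 note: 0% = full enzyme activity and -100% = no enzyme basal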
# FEN1 inhibitor: human FEN1 inhibition; Recombinant FEN1 flap cleavage, fluorescence, 15 min; Potency, µM (series often up to 114 µM), without a hit: at the top dose activity change, negative = inhibition, actives largely listed as inhibitors; actives 0.35% (n = 390,000); note: nearly all actives have a fitted effect of over 65% in size
# Target sequence (P39748 whole entry, looked up): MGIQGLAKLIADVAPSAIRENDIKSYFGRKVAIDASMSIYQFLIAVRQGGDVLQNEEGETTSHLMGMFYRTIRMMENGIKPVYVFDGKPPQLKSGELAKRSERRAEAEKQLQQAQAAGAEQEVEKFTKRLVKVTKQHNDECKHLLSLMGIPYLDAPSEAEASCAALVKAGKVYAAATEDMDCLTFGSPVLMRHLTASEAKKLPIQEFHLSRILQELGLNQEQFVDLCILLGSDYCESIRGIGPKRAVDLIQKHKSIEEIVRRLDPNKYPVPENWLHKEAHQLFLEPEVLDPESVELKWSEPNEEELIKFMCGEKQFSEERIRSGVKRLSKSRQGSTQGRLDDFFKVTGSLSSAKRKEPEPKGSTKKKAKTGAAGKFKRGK
#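 Quantitative HTS format: each compound was titrated, incubated with 10 nM nuclease for 15 min at room temperature, then challenged with flap substrate at 50 nM final. Signal change over 15 min gave concentration–effect curves.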
# * hit, by the source's call; ? = inconclusive; . = no result given; & = joins results of further samples; [ ] = another dose, or the depositor's remark. Calls come from the whole dose curve; as a rule, active = well fitted curve in the direction sought with a large enough effect; inconclusive = small, poorly fitted or top-dose-only effect, or another doubt; inactive = no such curve, though single readings can be large; an effect the other way counts as inactive or inconclusive. Unless noted, % is set by controls: 0 for no effect and ±100 for the full control effect; potency is the fitted concentration of half-maximal effect. A portion of the library; the hit share may differ from the screen's.
SMILES,DT40 TDP1 CPT,N370S GC mod,FEN1 inhibitor
C/C(=N\NC(=O)COc1ccc(C(C)(C)C)cc1)c1ccc2c(c1)OCCO2,16µM*,5%,-16%
C/C(=N/NC(=O)CNC(=O)c1cccc(F)c1)c1ccc2c(c1)CCCC2,6%,0%,-1%
CCOc1ccccc1NC(=O)CCS(=O)(=O)c1cccc2nonc12,4%,1%,-19%
Cc1cc(F)ccc1S(=O)(=O)N1CCCOC1CNC(=O)C(=O)NCCc1ccccc1 (stereo unspecified),?,-2%,1%
CCOC(=O)c1[nH]ncc1CN1CCCC(C(=O)c2ccc(C(C)(C)C)cc2)C1 (stereo unspecified),?,3%,7%
COc1ccc(NC(=O)N2CCN3CCCCC3C2)cc1OC (stereo unspecified),1%,.,16%
Cc1cccc(NC(=O)C2CCN(S(=O)(=O)c3c(C)c(C)cc(C)c3C)CC2)n1,15µM*,-14%,-10%
COc1ccccc1CCC(=O)NCCCn1ccc2ccccc21,8%,-1%,-15%
Cc1nc2sc(C(c3cccs3)N3CCC4(CC3)OCCO4)c(O)n2n1 (stereo unspecified),4%,2%,-3%
CC(=O)Nc1cc(C(C)C)c(O)c(C(C)C)c1,-7%,5%,-4%
Cc1cc(-c2nn(-c3ccccc3F)cc2CN(C)CC(O)CO)c(C)s1 (stereo unspecified),-17%,?,-1%
OCC1(Cc2ccccc2)CCN(Cc2cnc(-c3cccc4ccccc34)nc2)CC1,?,13%,-20%
Clc1cccc(CSc2ccc(-c3cccnc3)nn2)c1,-3%,5%,-9%
CN(C)S(=O)(=O)c1cccc(NC(=O)CSc2nncn2C)c1,1%,4%,5%
CC(C)CCNC(=O)c1ccc2c(c1)N(Cc1ccccc1)C(=O)CS2=O (stereo unspecified),21µM*,24%,-16%
CCCSc1ncc(Cl)c(C(=O)Nc2ccc(S(=O)(=O)N(C)c3ccccc3)cc2)n1,?,.,6%
O=C(OCCO)c1ccccc1O,14%,3%,.
CCOC(=O)N1C(=O)[C@](CC)(c2ccccc2)N1C(=O)OCC,8.2µM*,-10%,1%
CN(C)S(=O)(=O)N1CCC(Oc2cccc(C(=O)NCCC3=CCCCC3)c2)CC1,16µM*,?,-5%
O=C(NCCc1nc2ccccc2[nH]1)c1ccc([N+](=O)[O-])cc1,3%,0%,-2%
CCS(=O)(=O)N1CCC(C(=O)NCCC(C)C)CC1,-1%,.,-3%
CCOC(=O)[C@@H]1[C@H]2COc3ccccc3[C@H]2N2C(=O)N(c3ccc(Cl)cc3)C(=O)[C@]12C,?,3%,-15%
CN=C1S/C(=C\c2cc(C)n(-c3ccccc3F)c2C)C(=O)N1C,15µM*,-8%,-20%
CCOc1ncccc1C(=O)NCCc1c[nH]c2ccccc12,?,0%,0%
O=C(CNC(=O)C(c1ccccc1)c1ccccc1)OCc1ccccc1,-23%,9%,3%
O=C1N[C@@H](Cc2ccccc2)C(=O)N2[C@H]1C[C@]1(Br)c3ccccc3N(S(=O)(=O)c3ccc(F)cc3)[C@H]21,18µM*,.,8%
COc1ccc(C(=O)CCC(=O)N2CCN(c3ccc(C)cc3)C(C)C2)cc1 (stereo unspecified),?,0%,9%
CC(=O)N1CCc2cc(S(=O)(=O)NC(C(=O)NC(C)c3ccccc3)C(C)C)ccc21 (stereo unspecified),2%,0%,-1%
COc1cc(/C=C(\CC(=O)O)c2nc3ccccc3s2)ccc1OCC(=O)Nc1ccccc1F,-2%,.,-12%
COc1ccccc1N1CCN(C2CCCN(C(=O)CCC(=O)N(C)C)C2)CC1 (stereo unspecified),11%,2%,9%
CC(=O)N(C(C)=O)n1c(/C=C/c2ccc([N+](=O)[O-])cc2)nc2ccccc2c1=O,?,-1%,-3%
CCC(=O)N1CCc2cc(Br)cc(S(=O)(=O)NCCCN(CC)Cc3ccccc3)c21,-29%,-7%,-19%
COC(=O)CCCCCCCCCC[N+]1(C)CCCCC1,9%,-8%,-11%
CC1(c2ccc3c(c2)OCCO3)NC(=O)N(CC(=O)c2ccc[nH]2)C1=O (stereo unspecified),-2%,.,29%
Cc1cnc([N+](=O)[O-])n1CCOC(=O)NC(=O)c1ccccc1Cl,8%,25%,8%
CC(C)c1nn2c(N)c(/C=C3\C=Nc4ccccc43)c(=O)nc2s1,0%,-3%,-11%
O=C(CCN1C(=O)C2C3CCC(C3)C2C1=O)OCC(=O)c1ccc(Cl)cc1 (stereo unspecified),-2%,3%,-15%
COc1cccc(C(=O)NCCS(=O)(=O)NCc2cccnc2)c1,1%,-1%,9%
Cc1cccc(/C(N)=N/OC(=O)c2ccc(Br)o2)c1,-22%,3%,6%
CC(=O)Nc1ccc(S(=O)(=O)Nc2cccc(-n3c(C)nc4ccccc4c3=O)c2)cc1,-4%,8%,1%
O=C(CCSc1ccccc1)NCCSc1ccccn1,-4%,2%[2.35 µM],-6%
CCOC(=O)c1ccccc1NC(=O)COC(=O)c1ccc(C)c(S(=O)(=O)N2CCOCC2)c1,-6%,4%,13%
CCOC(=O)c1ccc(Nc2ncccc2[N+](=O)[O-])cc1,-30%,-3%,-3%
CCN(CC)C(=O)C1=C(C)NC(=S)NC1c1cccs1 (stereo unspecified),-1%,-1%,21%
CCOC(=O)CNC(=O)N1CCCC(Cc2ccccc2)(C(=O)OCC)C1 (stereo unspecified),-20%,.,15%
COc1ccc(CCNC(=O)c2ccc3c(c2)N(Cc2cccc(C)c2)C(=O)c2ccccc2S3(=O)=O)cc1OC,8.2µM*,.,-2%
O=C(Nc1cccc2cccnc12)c1ccc(F)cc1,-27%,.,-8%&-8%
COc1cccc(NC(=O)/C(C#N)=C/c2c(C)n(Cc3ccc(Cl)cc3)c3ccccc23)c1,-23%,.,-20%
Cc1nc(COc2ccc(C(=O)NCc3ccccc3CN3CCCCC3)cc2)cs1,?,.,12%
CCc1c(C)c2cc(Cl)c(O)c(CN(C)C)c2oc1=O,-15%,?,-7%
COC(=O)C(NC(=O)c1ccco1)(Nc1nc(C)cs1)C(F)(F)F (stereo unspecified),-19%,-11%,-1%
Cc1cccc(NC(=O)CSc2ccc(-c3ccco3)nn2)c1C,14%,20%,-1%
CC(C)NC(=O)CN1C(=O)CCn2nc(-c3cn(C)c4ccccc34)cc21,-12%,.,-2%
CN(CC(=O)Nc1cc(S(=O)(=O)N2CCOCC2)ccc1Cl)C1CCS(=O)(=O)C1 (stereo unspecified),2%,-3%,23%
Cc1cc(C)c(NC(=S)N(CCCN2CCOCC2)Cc2cccnc2)c(C)c1,0%,2%,0%
Cc1nn(Cc2ccccc2)c(C)c1/C=N/NC(=O)c1ccncc1,-20%,2%,3%
CCOc1ncccc1C(=O)NCC1COc2ccccc2O1 (stereo unspecified),?,3%,12%
COc1cccc(C(=O)Nc2ccc3c(c2)CCCN3C(=O)c2cccs2)c1OC,16µM*,-4%,1%&-11%
COc1cc(C(=O)OCC(=O)NC(=O)NC2CCCCC2)cc(Cl)c1OC,-9%,-12%,-4%
COc1ccccc1OCC(=O)NNC(=O)c1c(-c2ccccc2Cl)noc1C,?,-1%,-1%
# Additional records:
SMILES,DT40 TDP1 CPT,N370S GC mod,FEN1 inhibitor
Cc1ccc2c(=O)cc(C(=O)NCCc3ccc(S(N)(=O)=O)cc3)oc2c1C,6%,0%,1%
CCCc1nc(SCC(=O)O)c2sc(=S)n(-c3ccccc3)c2n1,3%,4%,-13%
CC1=C(C(=O)Nc2cc(C)cc(C)c2)C2(CCCCC2)OC1=O,?,.,-5%
CCN(C(=O)COC(=O)c1cccc(C)c1[N+](=O)[O-])c1c(N)n(Cc2ccccc2)c(=O)[nH]c1=O,-18%,0%,-3%
CC1Cc2ccccc2N1S(=O)(=O)c1c(N)n(C)c(=O)n(C)c1=O (stereo unspecified),-1%,5%,-3%
COc1ccc(/C=N/N=C2/NC(=O)C(CC(=O)O)S2)cc1OS(=O)(=O)c1ccccc1 (stereo unspecified),-17%,-1%,10%
CCOC(=O)N1CCN(C(=O)CCS(=O)(=O)c2ccc(Br)s2)CC1,-7%,2%,3%
Cc1c(C(=O)Nc2ccc(-c3nnc4n3CCCCC4)cc2)oc2ccc(Br)cc12,?,?,-6%
CCN1CCOC(=O)C1CC(=O)Nc1ccccc1C(F)(F)F (stereo unspecified),3.3µM*,.,-7%
COc1ccc(-c2c(C#Cc3ccsc3)c3cc(-c4ccc5[nH]ccc5c4)ccc3n2C)cc1,-23%,.,-9%
COc1ccc(N2CCN(C(=O)COc3ccc(S(=O)(=O)N4CCOCC4)cc3C)CC2)cc1,?,-7%,-1%
O=C(COC(=O)c1cc(Br)ccc1O)Nc1cc(S(=O)(=O)N2CCCC2)ccc1Cl,-4%,2%,5%
CN(C)S(=O)(=O)c1ccc(C(=O)Nc2cccc(S(=O)(=O)NC3=NCCC3)c2)cc1,-16%,-24%,18%
O=C(Nc1ncccn1)c1ccc([N+](=O)[O-])cc1[N+](=O)[O-],?,.,1%
COCCNC(=O)C1=NOC(Cn2cc(C#N)c(=O)n(C)c2=O)C1 (stereo unspecified),10%,3%,13%
Cc1nc(-c2ccc([N+](=O)[O-])cc2)nc2[nH]ccc(=O)c12,-5%,-2%,-18%
NC(=O)c1ccc(NC(=O)COC(=O)CCN2C(=O)c3ccccc3C2=O)cc1,-22%,.,1%
CCOC(=O)c1ccc2ncc3c(-c4ccccc4)nn(-c4ccc(F)c(Cl)c4)c3c2c1,-12%,.,1%
O=C(CN1c2ccccc2Sc2ccccc21)NNC(=O)Nc1ccc(Cl)c(Cl)c1,0%,-5%,-11%
O=C(CCCC(=O)OCC(Cl)=C(Cl)Cl)Nc1ccccc1F,14%,8%,2%
COc1ccc(N(CC(=O)Nc2cc(C)on2)S(=O)(=O)c2ccc(Cl)cc2)cc1,-2%,-5%,9%
Fc1ccc(Oc2cnns2)cc1,33%,1%,17%
COc1ccc(CNC(=O)C2CCN(C(=O)N3CC(C)Oc4ccc(C)cc43)CC2)cc1 (stereo unspecified),?,.,15%
CCOC(=O)c1ccc(NC(=O)CSc2nnc(NC(=O)c3ccc(S(=O)(=O)N4CCOCC4)cc3)s2)cc1,?,-3%,-4%
Cc1cc(=O)[nH]c(SCC(=O)Nc2ccccc2C#N)c1C#N,-7%,.,-3%
CC1(C)CC(=O)c2sc(N3CCCCC3)nc2C1,0%,5%,1%
Nc1nc(CN2CCN(Cc3ccccc3)CC2)nc(N2CCCc3ccccc32)n1,-11%,1%,1%
O=C(COc1ccccc1Cl)Nc1cc(-c2ccccc2F)nn1-c1ccccc1,?,.,-3%
Cc1cc(=O)oc2cc(OCC(=O)NC3CCCCC3)c(Cl)cc12,-14%,.,-1%
CC1CCN(c2ncnc3c2nnn3C)CC1,-20%,.,-2%
CC(C)(C)n1ncc2c(=O)n(CC(=O)NCc3ccccc3Cl)cnc21,-18%,-2%,1%
COc1cc(/C=N/NC(=O)c2ccncc2)ccc1OC(=O)c1cccc(F)c1,-18%,0%,-2%
CC(CN1CCN(CC(C)C(=O)c2ccccc2)CC1)C(=O)c1ccccc1 (stereo unspecified),?,.,5%
CCOC(=O)C1(O)CC(C)=NN1C(=O)c1cccc(Br)c1 (stereo unspecified),18%,-12%,3%
Clc1ccccc1CSc1nnc(Cn2cnc3ccccc32)n1-c1ccccc1,?,5%,12%
CC(C)c1ccc2[nH]c(O)c(N=NC(=O)c3cccc(S(=O)(=O)Nc4cccc(Cl)c4)c3)c2c1,?,-3%,-3%
CN(Cc1cccc(Cl)c1Cl)C(=O)c1ccccc1SCC(=O)N1CCCC1,12µM*,.,1%
CCOc1ccc(CCNC(=O)Cn2ncn3c(cc4ccccc43)c2=O)cc1OCC,-10%,.,-3%
COc1ccccc1CN1C(=O)C(=O)N(Cc2cccc(C)c2)C1=O,-2%,11%,13%
